Shiga inhibitor: inhibitors of Shiga toxin in Vero cells; Vero cells, Shiga toxin protein synthesis inhibition reporter; inhibition, % at 38.7 µM; 290,000 tested, 9.2% active; AID 2315; in the data active means inhibition mostly above about 28%, no sharp cut-off; inactive means mostly below about 43%; further: 0% is about no effect
LmPK inhibitor: blocks Leishmania mexicana pyruvate kinase activity; 290,000 tested, 0.37% active; Potency, µM (top dose mostly 57.5 µM), inactives show at the highest dose activity change, negative = inhibition, actives largely listed as inhibitors; Q27686; purified LmPK, Kinase-Glo ATP luminescence, 1 h; further: potency means the concentration at half of the fitted maximal effect; on the % scale 0 is the no-effect control and ±100 the full control effect
Target sequence (Q27686 whole entry, looked up): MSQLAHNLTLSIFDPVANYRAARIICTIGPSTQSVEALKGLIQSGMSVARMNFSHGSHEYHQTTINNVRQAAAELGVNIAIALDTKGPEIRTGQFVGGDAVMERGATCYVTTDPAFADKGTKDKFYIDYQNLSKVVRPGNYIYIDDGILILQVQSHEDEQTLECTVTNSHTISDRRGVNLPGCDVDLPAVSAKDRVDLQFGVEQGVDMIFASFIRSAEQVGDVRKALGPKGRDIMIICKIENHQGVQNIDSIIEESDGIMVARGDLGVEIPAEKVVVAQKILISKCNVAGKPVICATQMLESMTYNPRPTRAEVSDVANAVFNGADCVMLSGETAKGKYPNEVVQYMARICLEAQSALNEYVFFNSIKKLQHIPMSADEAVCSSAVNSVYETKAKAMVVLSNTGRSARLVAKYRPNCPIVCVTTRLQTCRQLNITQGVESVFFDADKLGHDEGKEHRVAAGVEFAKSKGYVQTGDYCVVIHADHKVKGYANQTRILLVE
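ATP generated from ADP (0.1 mM) and PEP (0.5 mM) by 0.1 nM LmPK over 1 h at room temperature (pH 7.2 imidazole buffer) was detected by coupled luciferase luminescence. Values were normalized to uninhibited and no-enzyme wells.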
Pf growth 48h: inhibits P. falciparum growth in the first generation, 48 h; P. falciparum luciferase growth in erythrocytes, 48 h; Potency, µM (highest dose often 28.7 µM), for the others: at the top dose activity change, negative = inhibition, actives largely listed as inhibitors; 310,000 tested, 5.9% active; further: potency means the concentration at half of the fitted maximal effect; on the % scale 0 is the no-effect control and ±100 the full control effect
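Luciferase-expressing P. falciparum in infected erythrocytes (2% hematocrit, 0.1% parasitemia final) in RPMI 1640/0.5% Albumax were exposed to compound for 48 hours at 37 C, 5% CO2; growth read as luminescence.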
CHX counter: counter-screen for Shiga toxin inhibitors: cycloheximide protein synthesis inhibition; 300,000 tested, 12% active; AID 2314; max response, %; cell reporter, cycloheximide protein synthesis inhibition counterscreen; in the data active means max response mostly above about 13%, no sharp cut-off; inactive means mostly below about 14%; further: read at 38.3 µM for the half of the compounds with a filed dose; 0% is about no effect
Pf growth 96h: P. falciparum growth inhibition at 96 hour, primary screen for plastid delayed-death inhibitors; P. falciparum luciferase reporter growth, 96 h; Potency, µM (doses to about 28.7 µM), for inactives: at the top dose activity change, negative = inhibition, hits mostly inhibitors; 320,000 tested, 6.9% active; AID 504834; further: potency means the concentration at half of the fitted maximal effect; on the % scale 0 is the no-effect control and ±100 the full control effect
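Two-generation exposure (96 h) targets delayed-death phenotype. Reporter parasites carrying integrated firefly luciferase, in red cells at 2% hematocrit and 0.05% parasitemia final, kept at 37 C, 5% CO2; luminescence loss indicates inhibition.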
Tb PYK inh: T. brucei pyruvate kinase inhibition | TbPYK enzyme, Kinase-Glo Plus ATP luminescence, 45 min | Potency, µM (doses to about 76.8 µM), for inactives: at the top dose activity, negative = inhibition, hits mostly inhibitors | AID 624173 | Q57TT1 | 410,000 tested, 0.12% active; further: potency means the concentration at half of the fitted maximal effect; on the % scale 0 is the no-effect control and ±100 the full control effect; nearly all actives have a fitted effect of over 50% in size
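Glycolytic pyruvate kinase of T. brucei was incubated with substrate, test compound and 130 uM ADP for 45 minutes at room temperature. Luminescent Kinase-Glo Plus signal was measured after 10 minutes.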
AmpC no deterg: AmpC beta-lactamase inhibition without detergent; P00811; AmpC nitrocefin hydrolysis, absorbance 480 nm, 0.0001% Triton; Potency, µM (top dose mostly 57.1 µM), inactives show at the top dose activity change, negative = inhibition, usual class: inhibitors; 330,000 tested, 0.52% active;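 further: potency means the concentration at half of the fitted maximal effect; plate controls were no compound for no effect and no enzyme for full effect; nearly all actives have a fitted effect of over 20% in size; some results filed as inactive show a strong effect at the top dose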
Target sequence (P00811 whole entry, looked up): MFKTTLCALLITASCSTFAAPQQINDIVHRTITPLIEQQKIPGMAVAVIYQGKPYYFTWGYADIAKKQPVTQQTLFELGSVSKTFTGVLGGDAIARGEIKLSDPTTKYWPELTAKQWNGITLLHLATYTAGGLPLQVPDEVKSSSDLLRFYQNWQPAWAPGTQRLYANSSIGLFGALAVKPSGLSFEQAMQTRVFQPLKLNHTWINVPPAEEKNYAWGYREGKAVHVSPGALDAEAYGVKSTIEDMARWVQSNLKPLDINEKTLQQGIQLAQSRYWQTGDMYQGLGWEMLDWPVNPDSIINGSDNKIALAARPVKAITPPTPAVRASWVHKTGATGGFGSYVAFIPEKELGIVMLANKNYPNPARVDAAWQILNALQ
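AmpC (5.3 nM in the dispensed reagent) in 20 mM phosphate pH 7.0 with 0.01% (detergent screen) or 0.0001% Triton X-100 was preincubated with compounds for 15 min at room temperature. Nitrocefin was then added from an 800 uM solution, and hydrolysis was followed at 480 nm.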
Starred values were filed as active, the others as inactive; i = inactive; ? = inconclusive; . = no result given; & = joins results of further samples; [ ] = another dose, or the depositor's remark. Unless noted, the call rests on the fitted dose curve; in most records, active means well fitted curve in the direction sought with a large enough effect; inconclusive means small, poorly fitted or top-dose-only effect, or another doubt; inactive means no such curve, though single readings can be large; an effect the other way counts as inactive or inconclusive.

Each structure is followed by: Pf growth 48h, AmpC no deterg, CHX counter, Shiga inhibitor, LmPK inhibitor, Pf growth 96h, Tb PYK inh
1) Cc1ccc(S(=O)(=O)N2CCOCC2)cc1C(=O)OCC(=O)N1c2ccccc2NC(=O)C1(C)C
    -19.1%, -4.2%, 6.7, -17.0, 4.1%, ., .
2) CCOCc1c(C(=O)OCC(=O)NCc2ccc(F)cc2)oc2ccccc12
    -17.8%, -22.2%, ., ., ., 14.5%, -3.5%
3) CCOc1ccc(CCNC(=O)c2nnc(CS(=O)(=O)c3ccccc3)o2)cc1OCC
    -17.4%, 1.8%, -4.4, -5.3, -4.5%, -25.2%, 3.0%
4) COc1ccc(S(=O)(=O)N2CCC(C(=O)NC3CC3)CC2)cc1C
    ?, 11.4%, 7.6, -2.2, -3.8%, 3.29µM*, -9.0%
5) COc1ccc(-c2c(C)n([O-])c3c([n+]2=O)CCC3)cc1OC
    10.5%, 0.8%, -2.9, -16.2, -1.8%, 73.8%[activator], -4.0%
6) CCOc1ccc(NC(=O)C(=O)N/N=C\c2ccc(CNS(=O)(=O)c3ccccc3)o2)cc1
    24.5%, -18.5%, -1.7, -5.5, -0.2%, ?, 0.3%
7) Cc1ccc(-c2nc(N)s[n+]2-c2ccccc2)cc1
    53.0%[activator], -17.9%, 80.9*, 91.0*, 31.6µM*, -21.4%, ?
8) O=C(CSc1nnc(-c2cccnc2)s1)Nc1ccc(C(=O)O)cc1
    10.6%, -17.6%, 6.7, 9.5, 1.5%, i, -6.7%
9) O=C(NCC(=O)N1CCOCC1)OCc1ccccc1
    ., -12.1%, 0.7, 5.6, -1.1%, 28.9%, 2.5%
10) CC(NC(=O)/C=C/c1ccco1)c1nc2ccccc2n1Cc1cccc(Cl)c1 (stereo not drawn)
    13.1µM*, -10.4%, 53.7*, 66.6*, 2.3%, ?, -12.6%
11) CSCCC(NC(=O)c1ccco1)C(=O)NCC(c1ccccc1)N(C)C (stereo not drawn)
    9.3%, -9.2%, ., ., ., 12.4%, -7.0%
12) COc1ccc(OC)c(C(=O)c2coc3ccc(OCC(=O)O)cc23)c1
    ., -5.1%, -4.8, -1.0, -6.1%, 114.5%[activator], -1.7%
13) Cc1[nH]n(-c2ccccc2)c(=O)c1C=Nc1ccc(S(N)(=O)=O)cc1
    3.0%, 4.3%, -4.0, -12.5, -6.0%, 15.8%, -4.9%
14) COc1ccc2c(c1)cc(C(=O)N[C@@H](Cc1ccccc1)C(=O)O)n2C
    -1.1%, -11.7%, -1.9, 4.7, -1.5%, 16.5%, -1.4%
15) CC(C)N(Cc1ccccc1)C(=S)NCCN1CCOCC1
    -32.6%[5.75 µM], -1.2%[2.29 µM], -2.3, -6.1, 0.6%, ?, -18.8%
16) Cc1ccnc(-n2c(-c3ccccc3)nc3ccccc3c2=O)c1
    -1.8%, -7.8%, 3.1, -11.7, 1.1%, 1.5%, 0.3%
17) COc1ccc(-c2nc(C#N)c(NCC3CCCO3)o2)cc1OC (stereo not drawn)
    1.0%, -2.7%, 22.7*, 10.5, -4.5%, 18.2%, -4.5%
18) CC(=O)Cn1ncc(N2CCOCC2)c(Cl)c1=O
    38.5%[activator], -10.1%, 7.2, -3.9, 0.9%, 51.5%[activator], -2.2%
19) COc1cc(-c2nnc(SCC(=O)c3ccc(C)cc3)o2)cc(OC)c1OC
    0.9%, 103.4%[activator], -1.2, 11.4, 1.3%, ?, 0.9%
20) COC(=O)c1c(-c2c(Cl)cccc2Cl)noc1C(=O)NNC(=O)N(C)C
    25.8%, -23.0%, -2.5, 1.7, 3.9%, 36.5%[activator], 3.8%

Records 6 to 8, quoted:
Each structure is followed by: Pf growth 48h, AmpC no deterg, CHX counter, Shiga inhibitor, LmPK inhibitor, Pf growth 96h, Tb PYK inh
6) CCOc1ccc(NC(=O)C(=O)N/N=C\c2ccc(CNS(=O)(=O)c3ccccc3)o2)cc1
    24.5%, -18.5%, -1.7, -5.5, -0.2%, ?, 0.3%
7) Cc1ccc(-c2nc(N)s[n+]2-c2ccccc2)cc1
    53.0%[activator], -17.9%, 80.9*, 91.0*, 31.6µM*, -21.4%, ?
8) O=C(CSc1nnc(-c2cccnc2)s1)Nc1ccc(C(=O)O)cc1
    10.6%, -17.6%, 6.7, 9.5, 1.5%, i, -6.7%

Carrying on.
Each structure is followed by: Pf growth 48h, AmpC no deterg, CHX counter, Shiga inhibitor, LmPK inhibitor, Pf growth 96h, Tb PYK inh
21) CC(C)(C)OC(=O)NCCc1nnc(SCC(=O)Nc2ccc(Br)cc2)o1
    39.2%[activator], 28.4%, -2.9, 24.6, 3.0%, 77.7%[activator], -3.5%
22) COc1cccc(C2CC(c3ccccc3Cl)n3nc(N)nc3N2)c1 (stereo not drawn)
    -9.2%, 47.5%, -5.4, -8.4, -3.2%, -15.8%, 2.6%
23) O=C(Nc1c(-c2ccccc2)nc2ccc(Cl)cn12)c1cccs1
    -0.4%, -24.5%, 10.1, -4.3, 3.9%, 5.22µM*, -7.9%
24) CCN(CC)S(=O)(=O)c1ccc(N2CCOCC2)c(NS(=O)(=O)c2cccs2)c1
    1.1%, -11.0%, ., ., ., 19.6%, 0.7%
25) Cc1cc(N/N=C/c2ccc([N+](=O)[O-])o2)nc2ccccc12
    4.65µM*, -13.0%, 15.4*, 48.1*, -3.9%, 5.86µM*, -0.7%
26) Cc1ccc(S(=O)(=O)NC(=O)NCCc2ccccc2)cc1
    16.3%, -11.9%, 14.5*, 89.4, -0.3%, -4.2%, -5.9%
27) C=CCc1cc(C(=O)N2CCCCC2)ccc1O
    ?, -15.5%, 9.3, -8.3, 4.3%, 17.1%, -3.4%
28) CCOCCCNCc1ccc(OCc2ccc(F)cc2)c(OC)c1
    ?, 2.6%, -1.9, -5.0, 1.8%, ?, 2.2%
29) COc1ccc(C(=O)ON=C2CCN(C)CC2)cc1
    -1.5%, -0.7%, -0.8, 14.7, 5.6%, -17.8%, 0.3%
30) Cc1cccc(NS(=O)(=O)c2ccc(C(=O)N3CCCCCC3)cc2)c1C
    ?, 24.5%, ., ., ., -19.3%, -5.3%
31) CC1=C(C#N)C(c2cccnc2)C2=C(CC(c3ccc(Cl)cc3)CC2=O)N1 (stereo not drawn)
    ., 25.7%, -7.0, -10.6, -3.3%, 6.57µM*, -3.7%
32) CCOC(=O)N1CCN(C(=O)c2sc3nc(-c4ccc(F)cc4)cn3c2C)CC1
    ., 127.8%[activator], -4.7, -11.4, 4.5%, -4.7%, 2.1%
33) COc1ccc(OCc2nnc(SCC(N)=O)n2-c2ccccc2OC)cc1
    -10.0%, -0.2%, -4.8, -5.4, -5.6%, ., 0.6%
34) COc1cc2c(cc1OC)CN(C(=O)CCNC(=O)c1ccc(Br)cc1)CC2
    3.5%, -4.1%, ., ., ., 16.2%, 1.8%
35) CCc1cccc(NC(=S)N(CCOC)C2CCN(C(C)=O)CC2)c1
    -2.8%, 13.2%, -1.1, -7.2, 6.7%, 50.9%[activator], -12.1%
36) O=C(N[C@@H](Cc1ccccc1)C(=O)Nc1ccc(F)cc1)C1CCNCC1
    6.1%, -1.8%, -2.0, -7.0, 0.5%, -13.1%, 10.0%
37) O=C(CCNC(=O)c1ccccc1Cl)NCc1ccco1
    -17.4%, -12.2%, ., ., ., -28.5%, -18.4%
38) CC1CN(Cc2ccccn2)CCC1=O (stereo not drawn)
    -7.0%, -2.0%, -2.4, 3.3, -3.9%, -17.7%, -8.2%
39) Cc1ccccc1OCCNc1cc(N2CC(C)NC(C)C2)ccc1[N+](=O)[O-] (stereo not drawn)
    ?, 98.6%[activator], -4.9, -27.5, 7.1%, ?, -5.5%
40) CCCCn1c(-c2ccoc2C)n[nH]c1=S
    -4.3%, -17.3%, -2.4, 1.9, ?, 0.4%, ?

Single values from the results shown:
compound 12 | Tb PYK inh: -1.7%
compound 7 | Pf growth 96h: -21.4%

Next records
Each structure is followed by: Pf growth 48h, AmpC no deterg, CHX counter, Shiga inhibitor, LmPK inhibitor, Pf growth 96h, Tb PYK inh
41) O=C(Nc1cccc(C(F)(F)F)c1)c1ccc(-n2cncn2)nc1
    ?, -20.0%, 12.3, 22.7, 13.2%, ?, -2.9%
42) CCCOc1ccc(NC(=O)OC2CCN(C)CC2)cc1
    2.0%, -36.2%, 9.4, 18.2, -2.8%, ?, 2.7%
43) CCN1CCN(C(=O)C(C)Oc2ccc(S(=O)(=O)N3CCCC3)cc2C(N)=O)CC1 (stereo not drawn)
    -15.6%, -54.4%, ., ., ., ?, 3.3%
44) Cc1ccc(CC(=O)Nc2ccc(S(=O)(=O)N3CCOCC3)cc2)cc1C
    9.28µM*, 16.2%, ., ., ., ?, 3.0%
45) CC(=O)N1C(C)(C)CC(=NOC(=O)c2ccccc2)CC1(C)C
    -2.9%, 6.1%, -4.1, -12.5, -0.8%, 11.2%, 0.6%
46) Clc1ccc(-c2nnc(-c3ccccc3)nc2-c2c[nH]c3ccccc23)cc1
    9.4%, -15.2%, 2.1, 24.3, 2.9%, 0.0%, -0.2%
47) CCOc1ccc(NN=C(C(=O)OC)C(=O)OC)c([N+](=O)[O-])c1
    ?, -7.1%, -1.5, -8.4, 5.4%, ?, 2.9%
48) CC(=O)c1ccc(OCC(O)CN2CCN(CCO)CC2)cc1 (stereo not drawn)
    -1.6%, ?, -1.6, -8.0, -3.5%, ?, 0.5%
49) CCc1ccc(NC(=O)CSc2ccc(-c3ccccn3)nn2)cc1
    -25.7%, 7.3%, 7.3, 2.9, -0.3%, ?, 3.7%&1.9%
50) COc1ccc(C(=O)c2nc3ccccc3n2C(C)C)cc1
    -11.6%, 50.5%, -2.5, -3.9, 0.6%, 35.3%[activator], 4.1%
51) NC(=O)COC(=O)c1ccc(C(=O)C(=O)c2ccccc2)cc1
    37.7%, 128.0%[activator], -2.1, -28.0, -1.7%, 49.8%[activator], 2.2%
52) CN1CCN(C(=O)/C(=C/c2ccccc2F)NC(=O)c2ccccc2)CC1
    22.4%, -7.3%, 2.0, -9.4, -1.1%, 40.8%[activator], 1.0%
53) O=C(CCNC(=O)c1ccccc1Cl)Nc1ccc(Cl)c(C(F)(F)F)c1
    44.0%[activator], 5.4%, 3.9, -6.8, -1.6%, ?, 4.9%
54) CCOc1ccc(NC(=O)CN(c2ccc(OC)c(OC)c2)S(=O)(=O)c2ccc(C)cc2)cc1
    -28.2%, 16.6%, -1.7, -6.3, -0.9%, -21.8%, 2.8%
55) CC1(NC(=O)NCc2ccco2)CCS(=O)(=O)C1 (stereo not drawn)
    26.3%, -11.2%, 4.6, -10.5, 5.4%, 51.0%[activator], -0.5%
56) COc1ccc(OC)c(C(=O)NC(CC(N)=O)c2ccc(N3CCN(c4ccc(F)cc4)CC3)c([N+](=O)[O-])c2)c1 (stereo not drawn)
    3.5%, 46.1%, -1.9, -2.2, -4.7%, 25.6%, -4.1%
57) CCC(NC(=O)Nc1nccs1)(C(F)(F)F)C(F)(F)F
    -25.6%, -24.4%, -1.5, -12.5, 2.4%, ?, 3.2%
